Assay outcomes from PubChem BioAssay.
D2 PAM: positive allosteric modulators of human D2 dopamine receptor. P14416. HEK293 T-REx D2, calcium flux, EC20 dopamine potentiation. potentiation, % at 10 µM. 340,000 compounds, 0.34% hits. AID 485347;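 active = potentiation over 3 SD above the plate norm, cut at about 30% in these data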; also: 0% is about no effect
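Using a no-wash calcium dye in inducible, force-coupled HEK293 Trex cells expressing D2, we tracked fluorescence each second for 180 s after compound, then for 180 s after EC20 dopamine to detect augmented signalling.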
RXFP1 ag: RXFP1 (human) receptor agonism. Q9HBX9. HEK293T-RXFP1 cAMP TR-FRET, 30 min; response scale: percent of porcine relaxin response, buffer zero. Potency, µM (series often up to 57.5 µM), for the others: at the top dose activation, usual class: activators. 370,000 compounds, 0.3% hits; also: potency is read from the fitted curve at half-maximal effect; % is scaled to controls: 0 for no effect and ±100 for the full control effect; nearly all actives have a fitted effect of over 60% in size; many of its hits are not listed in these tables
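cAMP rise read by TR-FRET after 30 min, 37C compound exposure (up to 58 uM) in RXFP1-transfected HEK293 cells with Ro 20174 present. EC50 from Hill-equation fits, with 29 nM porcine relaxin as 100% and buffer as basal.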
D1 potentiator: human D1 dopamine receptor positive modulation; AID 504651; 360,000 compounds, 0.036% hits; potentiation, % at 10 µM; HEK293 TREx D1 cells, calcium flux, dopamine EC20 potentiation; P21728; in the data active = potentiation above about 30%; also: 0% is about no effect
Target sequence (P21728 whole entry, looked up): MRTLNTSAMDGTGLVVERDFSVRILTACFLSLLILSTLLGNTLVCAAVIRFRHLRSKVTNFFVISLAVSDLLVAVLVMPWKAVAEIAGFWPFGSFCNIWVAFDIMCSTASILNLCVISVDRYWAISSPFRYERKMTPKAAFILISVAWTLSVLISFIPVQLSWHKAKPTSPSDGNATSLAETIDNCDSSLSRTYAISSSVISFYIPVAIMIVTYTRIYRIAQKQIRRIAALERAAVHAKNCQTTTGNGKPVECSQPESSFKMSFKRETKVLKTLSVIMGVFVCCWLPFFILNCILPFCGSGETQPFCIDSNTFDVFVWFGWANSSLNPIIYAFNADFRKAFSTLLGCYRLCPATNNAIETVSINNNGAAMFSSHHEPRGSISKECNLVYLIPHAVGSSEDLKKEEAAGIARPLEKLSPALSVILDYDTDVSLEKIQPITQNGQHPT
Vif-A3G inh: Vif-A3G binding inhibition. Potency, µM (doses to about 46.1 µM), for inactives: at the highest dose activity, negative = active, usual class: inhibitors. AID 602310. HeLa A3G-eYFP + Vif (tagged APOBEC3G with the HIV-1 protein that degrades it), YFP fluorescence, overnight. 410,000 compounds, 0.076% hits. Q9HC16;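 also: potency is read from the fitted curve at half-maximal effect; % is scaled to controls: 0 for no effect and ±100 for the full control effect; nearly all actives have a fitted effect of over 60% in size; hits raise eYFP signal because A3G escapes Vif-driven loss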
Target sequence (Q9HC16 whole entry, looked up): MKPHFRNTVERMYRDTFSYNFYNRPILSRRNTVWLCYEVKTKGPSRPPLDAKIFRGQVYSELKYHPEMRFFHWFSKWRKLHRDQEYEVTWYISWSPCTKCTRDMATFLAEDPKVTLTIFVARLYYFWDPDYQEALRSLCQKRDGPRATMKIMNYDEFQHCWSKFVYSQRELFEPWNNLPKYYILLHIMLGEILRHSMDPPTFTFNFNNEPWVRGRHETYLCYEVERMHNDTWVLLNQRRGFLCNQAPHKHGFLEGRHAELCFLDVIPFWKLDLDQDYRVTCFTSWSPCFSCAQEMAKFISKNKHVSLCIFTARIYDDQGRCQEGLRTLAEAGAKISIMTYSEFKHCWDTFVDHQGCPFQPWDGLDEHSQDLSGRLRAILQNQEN
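HeLa cells stably expressing Vif and C-terminally eYFP-tagged A3G, seeded overnight at 37 deg C, then exposed to compound by pintool overnight at 37 deg C. Rise in yellow fluorescence (Ex 488/Em 500-530, Acumen) marks blocked Vif-driven A3G degradation.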
Vif-A3F inh: Vif-A3F binding inhibition | HeLa A3F-eYFP + Vif (tagged APOBEC3F with the HIV-1 protein that degrades it), YFP fluorescence increase | AID 602313 | 390,000 compounds, 0.2% hits | Potency, µM (titrated, usually from 46.1 µM), for inactives: at the highest dose activity, negative = active; also: potency is read from the fitted curve at half-maximal effect; % of control where 0% means no effect; nearly all actives have a fitted effect of over 65% in size
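HeLa cells stably expressing Vif plus C-terminally eYFP-tagged A3F were seeded, incubated overnight at 37 deg C, dosed with compound, incubated overnight again at 37 deg C. Yellow fluorescence (Ex 488/Em 500-530) reported blocked Vif-mediated A3F-eYFP degradation.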
LDHA block: LDHA (human) enzyme inhibition; P00338; purified LDHA, NADH/diaphorase-resazurin fluorescence; active compounds read low; activity change, % (values are at about 110 or 230 µM); 480,000 compounds, 0.15% hits; AID 1347041; in the data active = activity change below about -30%; inconclusive = mostly about -25% to -30%;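 also: plate controls were DMSO wells for no effect and wells without enzyme for full effect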
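Resorufin fluorescence (ex540/em590), read at 0 and 20 min after diaphorase/resazurin addition, reports the NADH left after a 5 min room-temperature reaction of 2 nM human LDH5 with 0.06 mM NADH and 0.2 mM pyruvate.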
GRP78 ERSR act: ER stress response induction in glioma | U87-MG GRP78 promoter luciferase reporter, 16 h | Potency, µM, without a hit: at the top dose activation, usual class: activators | 420,000 compounds, 0.02% hits | AID 602332; also: potency is read from the fitted curve at half-maximal effect; series mostly up to about 76 µM; % of control where 0% means no effect; nearly all actives have a fitted effect of over 35% in size
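Stably transfected U87-MG human glioma cells carrying a GRP78-based luminescent sensor were seeded at 1000 cells/well, pin-dosed with compounds and incubated 16 h. Luciferase reagent was then added, and end-point luminescence was read after 10 min at room temperature.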
D1 agonist: agonists of human D1 dopamine receptor; P21728; HEK293 T-REx D1 cells, calcium flux, agonist mode; activation, % at 2 µM; 360,000 compounds, 1% hits; AID 504660; in the data active = activation above about 30%; also: 0% is about no effect
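Inducible HEK293 T-REx D1 cells, force-coupled to calcium signalling, were plated at 4000 cells/well with tetracycline and held overnight at 30 C. After no-wash calcium dye loading, compound-evoked calcium rise over 180 s flagged agonists.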
D1 antag: antagonists of human D1 dopamine receptor. P21728. HEK293 TREx D1 cells, calcium flux, dopamine EC80; active compounds read low. activity change, negative = inhibition, % at 10 µM. 360,000 compounds, 3.2% hits. AID 504652; in the data active = activity change below about -30%; also: % is scaled to controls: 0 for no effect and ±100 for the full control effect
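Tetracycline-induced HEK293 Trex D1 cells, force-coupled to calcium, dye-loaded; compounds added and read 180 s, then EC80 dopamine added and calcium flux tracked kinetically another 180 s.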
Active calls of the source: *; u = inconclusive; x = not tested or not shown; & = joins results of further samples. Unless noted, calls follow the shape of the dose curve; as a rule, active = well fitted curve in the direction sought with a large enough effect; inconclusive = small, poorly fitted or top-dose-only effect, or another doubt; inactive = no such curve, though single readings can be large; an effect the other way counts as inactive or inconclusive. An excerpt. The share of hits here may be higher or lower than overall.

SMILES,D2 PAM,RXFP1 ag,D1 potentiator,Vif-A3G inh,Vif-A3F inh,LDHA block,GRP78 ERSR act,D1 agonist,D1 antag
Cc1cc(C)c(S(=O)(=O)N2CCCCC2CCNC(=O)C(=O)NC2CC2)c(C)c1 (centres undefined),-4,0.0%,-5,-8%,0%,2,-2%,0,-9
CCCc1nc(C)c(-c2ccc(OC)c(OC)c2)c(=O)[nH]1,-2,0.1%,-6,0%,-3%,-6,-3%,1,-5
CCC(=O)Nc1cccc(NC(=O)CN2CCN(c3ccccc3OC)CC2)c1,-25,-1.0%,-1,-1%,-5%,-2,-3%,1,4
CCCCN(C)/C=N/c1c(C#N)cnn1-c1ccc(C)cc1,3,-0.4%,-7,-9%,-5%,3,-3%,2,4
Cc1nc2ccc(Br)cn2c1C(=O)N/N=C\c1ccccc1[N+](=O)[O-],12,26%,3,5%,8%,-8,2%,1,6
Cc1ccc(SCc2cc(=O)[nH]c(N3CCN(C)CC3)n2)cc1,-12,0.2%,-3,1%,-11%,-3,-3%,2,21
O=C(Nc1ncnc2c1C(c1ccccc1)c1c(ccc3ccccc13)O2)c1ccccc1 (centres undefined),x,x,x,-18%,6%,-4&1,-3%,x,x
O=C(NCc1cccnc1)C1CCCN(S(=O)(=O)c2cccc3nsnc23)C1 (centres undefined),-5,6.7%,-1,0%,-2%,-2,-5%,-1,-5
O=C(COc1coc(CN2CCc3ccccc3C2)cc1=O)N1CCOCC1,0,-1.0%,1,-4%,-6%,2,-1%,1,-4
COC(=O)c1cc(NS(=O)(=O)c2cc(Br)cc3c2N(C(C)=O)CC3)cc(C(=O)OC)c1,21,u,-7,-2%,3%,7,-3%,0,-4
CCOC(=O)c1sc(N2C(=O)C(O)=C(C(=O)c3ccc(C)o3)C2c2ccc(OC)c(OC)c2)nc1C (centres undefined),-1,7.4%,-10,3%,1%,1,2%,0,-18
CC(=O)N1CCCc2cc(S(=O)(=O)N3CCCC(C(=O)Nc4ccc(C)c(F)c4)C3)ccc21 (centres undefined),10,-0.7%,-2,4%,-1%,2,1%,1,-14
Cc1ccc(-c2csc3ncnc(N4CCN(C(=O)c5ccccc5)CC4)c23)cc1,-12,0.0%,5,7%,-1%,0,-14%,-3,20
CN(C)C(=O)CCc1ccc2c3c([nH]c2c1)[C@]1(CCc2ccccc2)[C@@H](C(=O)N2CCCCC2)C[C@H](CC(=O)NCCCn2ccnc2)C(=O)N1CC3,x,x,x,2%,-3%,0,-3%,x,x
Cc1ccc(CNC(=O)CCCC(=O)O)cc1,1,-0.6%,-6,-3%,7%,-5,-1%,-1,-3
Cc1nnc(N2CCCC(C(=O)NCCN(C)C)C2)c2nn(-c3ccccc3)c(C)c12 (centres undefined),7,20%,1,-2%,0%,0,-4%,-2,5
CCOc1cc(N2CCOCC2)c(OCC)cc1NC(=O)COC(=O)[C@H](Cc1c[nH]c2ccccc12)NC(C)=O,12,-0.3%,-3,-5%,x,5,-2%,2,-5
COc1ccc(N2CCN(C(=O)CCNS(=O)(=O)c3ccccc3)CC2)cc1,-8,0.5%,-4,2%,13%,-1,0%,0,-13
O=C(O)/C=C/C(=O)Nc1nccs1,-9,2.2%,-5,8%,-28%,0,-5%,1,13
Cc1ccc(N=Nc2c(O)[nH]c(=O)[nH]c2=O)cc1S(=O)(=O)Nc1ccc(Br)cc1,x,x,x,-19%,-14%,-10,18%,x,x
COc1cccc2c1-c1c(O)cccc1C2=O,3,1.1%,2,2%,-5%,-9,0%,7,-3
CCNc1ccc(C(=O)OCC(=O)N2CCCC2)cc1[N+](=O)[O-],2,1.0%,-4,1%,-11%,-6,-2%,6,17
COc1ccc(CNC(=O)COc2ccc(S(=O)(=O)NC(C)C)cc2)cc1,1,2.1%,4,-6%,1%,-1,-3%,0,-1
CC1=C(C(=O)Nc2ccccc2C(F)(F)F)C(c2sccc2C)NC(=S)N1 (centres undefined),x,-2.1%,-2,4%,9%,-15,-2%,-2,4

Compounds from the list above that have a nitro group on carbon:
SMILES,D2 PAM,RXFP1 ag,D1 potentiator,Vif-A3G inh,Vif-A3F inh,LDHA block,GRP78 ERSR act,D1 agonist,D1 antag
Cc1nc2ccc(Br)cn2c1C(=O)N/N=C\c1ccccc1[N+](=O)[O-],12,26%,3,5%,8%,-8,2%,1,6
CCNc1ccc(C(=O)OCC(=O)N2CCCC2)cc1[N+](=O)[O-],2,1.0%,-4,1%,-11%,-6,-2%,6,17

Other structures
SMILES,D2 PAM,RXFP1 ag,D1 potentiator,Vif-A3G inh,Vif-A3F inh,LDHA block,GRP78 ERSR act,D1 agonist,D1 antag
Cn1nccc1C(=O)Nc1ccc(OC(=O)c2ccnn2C)cc1,8,0.0%,-5,-4%,5%,0,2%,7,3
COc1ccc2nc(NC(=O)C3CCCN(S(=O)(=O)c4cccc5nsnc45)C3)sc2c1 (centres undefined),10,1.4%,1,-1%,x,1,0%,2,3
COc1ccc(CCNC(=O)c2c(C)cc(=O)oc2C)cc1OC,x,0.3%,0,0%,0%,-7,-3%,7,30
CN(C)C(=O)N1CCC(C(=O)NCc2ccc(F)cc2Cl)CC1,3,1.1%,-1,-2%,-4%,-4,0%,3,-9
N#CCN1C(=O)C2CCCN2c2ccc(S(=O)(=O)N3CCOCC3)cc21 (centres undefined),2,24%,10,-8%,u,0,-2%,4,-23
CCOc1ccc(-c2nc(C#N)c(N3CCN(C)CC3)o2)cc1,-3,2.8%,-11,3%,-1%,4&5,1%,3,-22
O=C(Nc1nncs1)C1(c2ccccc2)CCCC1,6,-0.5%,-9,2%,2%,-1,-1%,0,6
CC(=O)Nc1ccc(S(=O)(=O)NCc2nnnn2-c2ccc(F)cc2)cc1,5,-0.7%,-6,1%,10%,-2,-2%,0,10
CCC(C)c1ccc(NC(=O)C2=CC=CN3CCS(=O)(=O)N=C23)cc1 (centres undefined),-14,0.6%,-6,-6%,-25%,-8,4%,11,-1
O=C(NC(=S)Nc1ccc([N+](=O)[O-])cc1O)C1CCCCC1,-6,0.8%,2,5%,-24%,-15,6%,14,-25
CCC(C(=O)NC1CCCCC1)N(CC1CCCO1)C(=O)CNS(=O)(=O)c1ccc(OC)cc1 (centres undefined),-10,-0.9%,-8,2%,-5%,-5,-4%,2,-5
Cc1c(CCOC(=O)CC23CC4CC(CC(C)(C4)C2)C3)sc[n+]1Cc1ccc([N+](=O)[O-])cc1,13,-0.9%,-4,2%&7%,4%&4%,1&-3,-5%&-4%,36*,14
CC1CC1C(=O)NCCc1ccc(Cl)cc1 (centres undefined),-8,-0.7%,-1,1%,2%,-7,0%,1,-10
CCOc1ccc(S(=O)(=O)N2CCCC(C(=O)NCc3cccnc3)C2)cc1C (centres undefined),-12,-0.4%,-5,-4%,13%,-3,-5%,6,-8
Cc1ccc(-c2noc(CSc3nnc(-c4ccccc4)n3C)n2)cc1,3,2.4%,-1,0%,-8%,-13,8%,4,-2
COc1ccc(C(=O)CN2CCN(CCN3C(=O)c4cccc5cccc(c45)C3=O)CC2)cc1,x,x,x,5%,5%,-4,-3%,x,x
Cc1nn2c(N3CCOCC3)cc(C(C)(C)C)nc2c1-c1ccc(Cl)cc1,2,-1.0%,2,0%,1%,-7,-4%,0,18
Cc1ccn2c(=O)nc(SCC(=O)N3CCCCC3)nc2c1,6,4.2%,3,0%,-8%,1,1%,1,-2
Cc1ccc(C(=O)ON=C2CCN(S(=O)(=O)c3ccccc3)CC2)cc1,5,-1.7%,1,4%,1%,-12,-5%,8,6
CC1CC(C)CN(S(=O)(=O)c2ccc3c(c2)CC(=O)N3)C1 (centres undefined),5,0.2%,8,0%,8%,-8,-3%,1,4

Random excerpt: 3 entries already listed.
SMILES,D2 PAM,RXFP1 ag,D1 potentiator,Vif-A3G inh,Vif-A3F inh,LDHA block,GRP78 ERSR act,D1 agonist,D1 antag
Cc1ccn2c(=O)nc(SCC(=O)N3CCCCC3)nc2c1,6,4.2%,3,0%,-8%,1,1%,1,-2
Cc1ccc(-c2noc(CSc3nnc(-c4ccccc4)n3C)n2)cc1,3,2.4%,-1,0%,-8%,-13,8%,4,-2
COc1ccc2nc(NC(=O)C3CCCN(S(=O)(=O)c4cccc5nsnc45)C3)sc2c1 (centres undefined),10,1.4%,1,-1%,x,1,0%,2,3

Further structures follow.
SMILES,D2 PAM,RXFP1 ag,D1 potentiator,Vif-A3G inh,Vif-A3F inh,LDHA block,GRP78 ERSR act,D1 agonist,D1 antag
Cc1cc(Cl)ccc1OCC(=O)N(Cc1ccc(N(C)C)cc1)C1CCS(=O)(=O)C1 (centres undefined),9,-0.4%,-2,0%,1%,2,-3%,1,-18
O=S(=O)(Nc1cccc(-n2cnnn2)c1)c1ccc(Cl)cc1,-8,-2.4%,2,1%,3%,-11,-7%,4,-12
Cc1cccc(C)c1NC(=O)N1CCCCCCC1,-1,-0.2%,-2,0%,4%,-5,-3%,1,6
CCOC(=O)c1cnc(-n2nc(C)cc2C)nc1NNc1cc(-c2ccccc2)nc(C)n1,16,0.5%,-11,x,x,x,x,0,-1
